Compound activity deposited in PubChem by Broad Institute.
E-sel inducer: induces E-selectin expression in human endothelial cells; P16581; HUVEC E-selectin immunofluorescence imaging; normalized: neutral wells 0, TNF-alpha wells 100; activation, % at 7.58 µM; 0.37% of 260,000 active; AID 686992;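 active = mean E-selectin-positive cell signal at least 10% of the positive control, reached in at least 60% of replicates, without over 20% cell loss; inconclusive = no rule given, readout overlaps actives, possibly toxicity-flagged; inactive = the rest, including those meeting only one limit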;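 note: in these data hits start at about 27%; measured in HUVEC primary endothelial cells; signal is the percent of cells scored E-selectin positive by PE staining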
Target sequence (P16581 whole entry, looked up): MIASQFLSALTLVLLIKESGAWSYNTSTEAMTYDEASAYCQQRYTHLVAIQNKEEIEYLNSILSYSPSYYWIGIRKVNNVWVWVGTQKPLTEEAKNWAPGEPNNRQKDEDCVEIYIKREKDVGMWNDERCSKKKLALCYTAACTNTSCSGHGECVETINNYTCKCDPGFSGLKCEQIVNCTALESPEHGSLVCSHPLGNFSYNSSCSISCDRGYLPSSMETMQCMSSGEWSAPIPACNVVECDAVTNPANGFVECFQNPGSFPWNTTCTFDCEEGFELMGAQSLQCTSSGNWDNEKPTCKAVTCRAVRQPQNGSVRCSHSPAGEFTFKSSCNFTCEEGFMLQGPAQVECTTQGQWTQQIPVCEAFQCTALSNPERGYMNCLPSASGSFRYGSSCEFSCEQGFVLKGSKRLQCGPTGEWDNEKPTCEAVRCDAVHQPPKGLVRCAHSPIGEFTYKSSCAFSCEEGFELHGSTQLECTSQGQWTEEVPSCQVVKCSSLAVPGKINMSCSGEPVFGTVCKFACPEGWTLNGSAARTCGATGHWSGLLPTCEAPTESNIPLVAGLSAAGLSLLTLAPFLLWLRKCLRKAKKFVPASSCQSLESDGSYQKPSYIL
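Assay system: HUVEC, human umbilical vein endothelial cells / Amount: 3,000 HUVEC/well / Controls: TNF-alpha positive control, DMSO neutral control / Compound dosing: single concentration / Medium: EGM-2 over gelatin coat / Evaluation: percent E-selectin-positive cells / Signal: immunofluorescence imaging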
RAD54 branch: RAD54 (human) branch migration inhibition. Q92698. RAD54 Holliday junction branch migration, FAM/BHQ fluorescence. inhibition, % at 10.4 µM. 0.14% of 360,000 active;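 active = mean normalized replicate activity at least 40 and at least half of replicates scoring 40 or more; inconclusive = only one of the two criteria met; inactive = mean below 40 and under half of replicates reaching 40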;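 note: 0% = median of neutral control wells and 100% = median of positive control wells; inhibitors cause a drop in the FAM fluorescence signal; in these data hits start at about 50%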
RAD52 inh: inhibitors of human RAD52 DNA annealing; 0.46% of 360,000 active; AID 651710; inhibition, % at 18.7 µM; recombinant RAD52 DNA annealing, FRET fluorescence; P43351;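 active = every replicate showing at least 50% inhibition; inconclusive = mean inhibition at least 50% but not in every replicate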
Target sequence (P43351 whole entry, looked up): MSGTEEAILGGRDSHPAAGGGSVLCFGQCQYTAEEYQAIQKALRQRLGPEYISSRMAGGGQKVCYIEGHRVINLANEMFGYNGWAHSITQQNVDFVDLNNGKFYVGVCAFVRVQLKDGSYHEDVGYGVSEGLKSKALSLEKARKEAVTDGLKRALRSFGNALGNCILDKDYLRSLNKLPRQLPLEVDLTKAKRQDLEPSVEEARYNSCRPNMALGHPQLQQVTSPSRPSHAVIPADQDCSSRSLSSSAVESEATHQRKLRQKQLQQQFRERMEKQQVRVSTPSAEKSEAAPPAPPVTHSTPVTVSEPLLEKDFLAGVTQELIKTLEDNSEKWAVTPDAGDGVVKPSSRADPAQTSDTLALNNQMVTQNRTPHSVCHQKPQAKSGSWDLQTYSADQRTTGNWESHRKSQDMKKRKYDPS
ERp5 inh: blocks human ERp5 reductase activity on insulin; 0.05% of 350,000 active; ERp5 insulin aggregation, absorbance 650 nm, 90 min; inhibition, % at 9.99 µM; AID 651711;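 active = mean replicate inhibition above about 25%, with every replicate also reaching it, limit read from the data, passing the limit was not always enough; inconclusive = only one of those two criteria met; inactive = neither criterion met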
ERAP1 inh: inhibitors of human ERAP1 aminopeptidase. Q9NZ08. recombinant ERAP1, Leu-AMC fluorescence, 60 min. inhibition, % at 10.7 µM. 0.15% of 340,000 active;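 active = mean replicate inhibition of at least 30%, or all replicates individually reaching that 30% level; inactive = mean below 30% and not every replicate reaching it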;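 note: 0% = neutral control wells and 100% = L-leucinethiol positive control wells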
esBAF inh: blocks esBAF chromatin remodeling in mouse ES cells; reporter increase, % at 12.5 µM; AID 602393; Bmi1-luciferase knock-in reporter, 24 h; 100% = twice the neutral-well signal; 2% of 350,000 active; in the data active = activation above about 40%; inconclusive = no clear call, values can overlap the other calls;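 note: 0% = median of the plate's neutral control wells and 100% = double that signal; a rise in the Bmi1 reporter signal indicates esBAF inhibition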
S100A4 inh HTS: blocks human S100A4 binding to myosin IIA peptide; P26447; S100A4/TAMRA-MyoIIA peptide fluorescence polarization; inhibition, % at 10.7 µM; 0.14% of 360,000 active; AID 652163;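 active = mean inhibition of at least 70% across replicates, with every replicate also reaching that level; inconclusive = mean inhibition reaches 70% but some replicates fall short; inactive = mean inhibition below 70%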
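Assay system: human S100A4 monomer with TAMRA-labelled myosin IIA peptide / Buffer or medium: Calcium-containing HEPES buffer, pH 7.2 / Reagent: TAMRA-labelled myosin IIA heavy-chain peptide probe, 5 nM / Compound: one dose per compound / Timing: polarization read 5 min after assay mix addition, stable 5–60 min / Benchmarks: neutral control DMSO, positive control TFP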
XiGFP reactiv: X-chromosome reactivation activator | XiGFP mouse fibroblasts, % GFP-positive cells imaging, 3 d; cells co-treated with 5-aza-dC sensitizer; scaled so ellipticine positive control = 100% | activation, % at 7.58 µM | 0.055% of 360,000 active;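 active = mean normalized replicate activation at least 10% and every replicate at or above 10%; inconclusive = only one of the two criteria met; inactive = mean below 10% and not all replicates reach 10%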;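 note: 0% = median of on-plate neutral control wells and 100% = ellipticine 6 µM median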
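assay system = SV40-immortalized XiGFP fibroblast cells, line 68-5-11 | buffer or medium = DMEM plus 5-aza-dC sensitizer | doses = single-point pinned compound dosing | times = 3-day compound exposure, then 15 min fixation at room temperature | benchmarks = positive control ellipticine, 6 µM final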
The depositor's hits bear a star; ? = inconclusive; . = not tested or not shown; & = joins results of further samples; ! = repeats disagree.

SMILES | E-sel inducer | RAD54 branch | RAD52 inh | ERp5 inh | ERAP1 inh | esBAF inh | S100A4 inh HTS | XiGFP reactiv
COc1ccccc1CNC(=O)c1ccc(NC(=O)CC2SC(N3CCCC3)=NC2=O)cc1 (stereo unspecified) | -0.4 | . | 4 | -1 | 2 | 5 | -3 | 0.1
CCOc1ccc(NC(=O)c2ccccc2NC(=O)CN2CCCCCC2)cc1 | 0.0 | 4 | -5 | 1 | -1 | 10 | 0 | 0.0
Cc1ccc(CCNC(=O)CN2C(=O)COc3ccc(S(=O)(=O)N4CCC(C)CC4)cc32)cc1 | . | -11 | 3 | 5 | -3 | 2 | -12 | 0.0
O=C(c1cc2cc([N+](=O)[O-])ccc2oc1=O)N1CCOCC1 | 0.4 | . | -20 | 0 | -8 | -9 | 2 | 0.0
CCOP(=O)(OCC)c1nc(-c2cccc3ccccc23)oc1NCCc1ccc(OC)cc1 | -0.4 | 2 | -13 | 4 | 1 | -8 | -1 | 0.1
COCCC1CCCCN1Cc1cn(-c2ccccc2)nc1-c1ccc2c(c1)OCO2 (stereo unspecified) | 2.6 | . | -64 | -4 | -5 | . | -2 | 0.2
Cc1ccc(N2CC(C(=O)N3CCOCC3)CC2=O)cc1Cl (stereo unspecified) | . | 1 | -12 | -11 | -3 | 3 | -1 | -0.1
C[C@@H]1CN([C@@H](C)CO)C(=O)c2cc(NC(=O)Nc3ccc(C(F)(F)F)cc3)ccc2O[C@@H](C)CCCCO[C@H]1CN(C)CC1CCCCC1 | . | 7 | 10 | 0 | 1 | 2 | -9 | -0.1
O=C1CCC(=O)N1c1ccc(S(=O)(=O)N2CCCC2)cc1 | 6.4 | 6 | -7 | -7 | 0 | -9 | 2 | 0.0
Cc1cc([N+](=O)[O-])ccc1NC(=O)Nc1ccc(F)cc1F | -0.1 | . | 3 | 6 | 0 | . | 4 | 0.0
COCC(=O)Nc1ccc2c(c1)OC[C@@H](C)N(CCC(F)(F)F)C[C@H](C)[C@@H](OC)CN(C)C2=O | -0.4 | -2 | -4 | 0 | 3 | 3 | -9 | 0.5
COc1ccc2[nH]c3c(=O)n(CCCCC(=O)NCCC(C)C)c(=S)[nH]c3c2c1 | 0.4 | . | -8 | 2 | -1 | . | 3 | 1.4
Cc1ccc(NS(=O)(=O)c2ccc(C(=O)NNC(=O)c3ccccc3O)cc2)cc1 | 1.0 | . | -14 | -1 | 2 | -11 | 1 | 0.3
Cc1ccccc1S(=O)(=O)N1CC(=O)N2[C@@H](CO)[C@H](c3ccc(C#CCN(C)C)cc3)[C@@H]2C1 | 1.2 | . | 1 | -4 | 1 | . | -7 | 0.0
N#C[C@@H]1[C@@H](c2ccccc2C2=CCCCC2)[C@H](CO)N1C(=O)NC1CCCC1 | -0.1 | . | 5 | -3 | 1 | . | 4 | 0.1
C/C(=N\NC(=O)c1ccc(NS(=O)(=O)c2cccs2)cc1)c1ccncc1 | 0.5 | 3 | 2 | -1 | 7 | 1 | 2 | 0.3
CC(=O)C(=Cc1ccc(O)cc1)C(C)=O | 0.0 | . | -15 | 1 | 0 | . | -4 | 0.2
COCC(=O)N(C)C[C@@H]1Oc2ncc(C#C[C@@H](C)O)cc2C(=O)N([C@H](C)CO)C[C@H]1C | 0.1 | -4 | 5 | 4 | -2 | -4 | 7 | 0.1
Cc1ccccc1OCC(=O)NCCS(=O)(=O)N1CCN(c2ccc(F)cc2)CC1 | 0.1 | 5 | -11 | 1 | 2 | -5 | 13 | 0.0
C[C@@H]1CN([C@@H](C)CO)C(=O)Cc2cc(NS(=O)(=O)c3ccc(F)cc3)ccc2O[C@H]1CN(C)C(=O)Nc1ccc(F)cc1 | -0.3 | -1 | 5 | -7 | -2 | -2 | 1 | -0.1
Cn1c(CN2CCCCC2)c(C#N)c2ccccc21 | . | -3 | -13 | -7 | -1 | 8 | 11 | .
C[C@@H]1CN([C@H](C)CO)C(=O)Cc2cc(NC(=O)Cc3cn(C)c4ccccc34)ccc2O[C@@H]1CN(C)Cc1ccc(-c2ccccc2)cc1 | 1.0 | . | -6 | 7 | -2 | 3 | -2 | -0.1
CC(C)NC(=O)N(C)C[C@@H]1Oc2ncc(C#CC3CCCC3)cc2C(=O)N([C@H](C)CO)C[C@@H]1C | 3.7 | 4 | 3 | 1 | 2 | -1 | 1 | -0.3
CC(=O)N1C[C@@H](CO)[C@@H](N(C)C(=O)C(C)(C)C)C[C@H]1c1ccccc1 | 3.4 | 2 | -18 | 1 | . | -7 | 9 | 0.2
O=c1c(Cc2c(F)cccc2Cl)c(O)ccn1CCCn1ccnc1 | 0.1 | . | -6 | ? | -4 | . | -6 | -0.1

Exported with two lines to a compound: entries from further up.
Under each structure – E-sel inducer	RAD54 branch	RAD52 inh	ERp5 inh	ERAP1 inh	esBAF inh	S100A4 inh HTS	XiGFP reactiv
- C[C@@H]1CN([C@@H](C)CO)C(=O)c2cc(NC(=O)Nc3ccc(C(F)(F)F)cc3)ccc2O[C@@H](C)CCCCO[C@H]1CN(C)CC1CCCCC1
→ .	7	10	0	1	2	-9	-0.1
- O=C1CCC(=O)N1c1ccc(S(=O)(=O)N2CCCC2)cc1
→ 6.4	6	-7	-7	0	-9	2	0.0

(list continues)
SMILES | E-sel inducer | RAD54 branch | RAD52 inh | ERp5 inh | ERAP1 inh | esBAF inh | S100A4 inh HTS | XiGFP reactiv
Cc1c(-c2ccccn2)c(=O)[nH]n1-c1ccc(F)cc1 | . | . | -15 | 0 | 0 | -33 | -2 | 0.0
Cc1nn(Cc2ccc([N+](=O)[O-])cc2)c(=O)n1-c1ccc(Cl)cc1 | -3.7 | 7 | -15 | -6 | 1 | -6 | 1 | -0.1
CCOC(=O)c1c(N)nn(C(=O)c2ccccc2)c1-c1ccccc1 | -7.5 | -2 | -13 | 2 | 6 | -1 | -2 | 0.0
C[C@H]1COC(=O)[C@H](CC(=O)OC(C)(C)C)C/C=C\C[C@H](CC(=O)N(CCO)Cc2ccccc2)C(=O)N1 | -0.2 | -6 | -11 | 5 | 6 | -4 | -1 | 0.0
COc1cc(C(=O)NC2CCCc3c2cnn3-c2ccccc2F)cc(OC)c1OC (stereo unspecified) | . | -6 | 0 | 0 | -3 | -8 | -2 | 0.0
CN1CCN(C(=O)C[C@@H]2CC[C@H](NC(=O)c3ccc4c(c3)OCO4)[C@@H](CO)O2)CC1 | 0.0 | 6 | 0 | 2 | 1 | -2 | -3 | 0.3
CC(=O)NCCCc1nc2ccccc2n1Cc1ccc(C)cc1 | . | 4 | -8 | 0 | 1 | -8 | 0 | .
C/C=C/c1ccc([C@@H]2[C@H](CO)N3C(=O)CN(Cc4ccc(C(=O)OC)cc4)C[C@@H]23)cc1 | 0.1 | . | -2 | 1 | 2 | . | 8 | 0.0
COc1ccc(NC(=O)N(C)C[C@H]2Oc3c(NS(C)(=O)=O)cccc3C(=O)N([C@H](C)CO)C[C@@H]2C)cc1 | . | 8 | -3 | -4 | 1 | 1 | 4 | 0.1
CCn1cc(C(=O)O)c(=O)c2cc(F)c(N3CCN(S(=O)(=O)c4ccc5c(c4)OCCO5)CC3)cc21 | 2.6 | . | -7 | 1 | 0 | . | -3 | 0.0
C[C@H](CO)N1C[C@H](C)[C@H](CN(C)Cc2ccncc2)Oc2cc(C3=CCCC3)ccc2S1(=O)=O | 0.2 | -5 | -12 | -1 | 0 | -1 | -15 | -1.1
Cc1ccc(NC(=O)CSc2nnc(C)c(=O)n2N)cc1 | . | . | 4 | 1 | -4 | . | -10 | 0.0
Cc1cc(=O)[nH]c(N/N=C/c2ccc(O)c(O)c2)n1 | -0.2 | . | -7 | 2 | -2 | . | 6 | 0.0
CC12CCC(=O)N1C(C(=O)Nc1ccc(SC(F)F)cc1)CS2 (stereo unspecified) | . | -8 | -9 | -2 | -6 | -5 | -2 | 0.2
Cc1ccc(C)c(CC(=O)N2CCCC(c3cc(C(=O)Nc4ccccc4Cl)no3)C2)c1 (stereo unspecified) | 3.5 | -13 | -37 | 1 | -1 | 2 | 5 | 0.1
C[C@@H]1CCCCO[C@H](CN(C)S(C)(=O)=O)[C@H](C)CN([C@@H](C)CO)C(=O)c2cc(NC(=O)Nc3ccc(F)cc3)ccc2O1 | 0.0 | -9 | . | . | . | 0 | . | 0.1
COc1ccc(NC(=O)NCc2ccccn2)c(OC)c1 | -0.3 | -10 | -10 | 8 | 0 | -4 | -18 | 0.1
CCOC(=O)C1CCCN(C(=O)CNC(=O)c2nn(-c3ccc(OC)c(Cl)c3)c(=O)c3ccccc23)C1 (stereo unspecified) | . | -3 | -11 | 3 | 2 | 20 | -5 | 0.0
COc1ccc(NC(=O)CCCNC(=O)c2ccc(Cl)cc2)cc1OC | 0.0 | 7 | -9 | 2 | 0 | -1 | -9 | 0.0
C=COCCNC(=O)Nc1ccc(Cl)c(Cl)c1 | . | 2 | -4 | -3 | -5 | -1 | -6 | .
C[C@H](CO)N1C[C@H](C)[C@@H](CN(C)Cc2ccc(-c3ccccc3)cc2)Oc2c(NC(=O)Nc3ccc4c(c3)OCO4)cccc2C1=O | 14&0.9 | -3&-2 | -6&-6 | 6&1 | 0&0 | 43*! | 6&3 | -0.7&0.3
Cc1cc(C)n(CC(=O)N/N=C/c2c[nH]c3ccccc23)n1 | 0.5 | . | -6 | -2 | 2 | . | -8 | 0.3
COCC(=O)Nc1ccc2c(c1)C(=O)N(C)C[C@H](OC)[C@@H](C)CN(C(=O)c1ccccc1)[C@H](C)CO2 | 0.0 | -6 | -11 | 7 | . | -3 | -5 | 0.1
NC(Cc1ccc(C(F)(F)F)cc1)c1csc(Nc2cc(Oc3ccccc3)ncn2)n1 (stereo unspecified) | 2.6 | 0 | -68 | 7 | 2 | -12 | -5 | 0.0
COCCn1c(=S)[nH]c2cc(C(=O)N3CCc4ccccc4C3)ccc2c1=O | . | . | -11 | 2 | 1 | . | -7 | 0.0
NC(=O)CSc1nc(-c2ccccc2)nc2c1CCCC2 | -0.3 | . | -11 | -8 | 1 | . | 4 | 0.1
CCC(=O)N1CC2(C1)[C@@H](c1ccccc1)[C@@H](CO)N2C(=O)c1ccncc1 | -0.1 | . | -5 | -11 | 0 | . | -44 | 0.2

Looked up above:
`CC(=O)C(=Cc1ccc(O)cc1)C(C)=O` @ S100A4 inh HTS = -4
`CCOC(=O)c1c(N)nn(C(=O)c2ccccc2)c1-c1ccccc1` @ RAD54 branch = -2

Among those listed so far, 3 have an aryl thioether with sulfur outside any ring:
SMILES | E-sel inducer | RAD54 branch | RAD52 inh | ERp5 inh | ERAP1 inh | esBAF inh | S100A4 inh HTS | XiGFP reactiv
Cc1ccc(NC(=O)CSc2nnc(C)c(=O)n2N)cc1 | . | . | 4 | 1 | -4 | . | -10 | 0.0
CC12CCC(=O)N1C(C(=O)Nc1ccc(SC(F)F)cc1)CS2 (stereo unspecified) | . | -8 | -9 | -2 | -6 | -5 | -2 | 0.2
NC(=O)CSc1nc(-c2ccccc2)nc2c1CCCC2 | -0.3 | . | -11 | -8 | 1 | . | 4 | 0.1
